Assay outcomes (PubChem BioAssay)
mIDH1 inhibitor: inhibitors of human mutant IDH1 R132H; IDH1-R132H enzyme, NADPH consumption, diaphorase/resazurin fluorescence; hit rate 0.093% among 390,000; Potency, µM (titrated, usually from 76.6 µM), inactives show at the top dose activity change, negative = inhibition, most hits filed as inhibitors; AID 602179; O75874; note: % is set by controls: 0 for no effect and ±100 for the full control effect; nearly all actives have a fitted effect of over 65% in size
Target sequence (O75874 whole entry R132H, stated change not applied): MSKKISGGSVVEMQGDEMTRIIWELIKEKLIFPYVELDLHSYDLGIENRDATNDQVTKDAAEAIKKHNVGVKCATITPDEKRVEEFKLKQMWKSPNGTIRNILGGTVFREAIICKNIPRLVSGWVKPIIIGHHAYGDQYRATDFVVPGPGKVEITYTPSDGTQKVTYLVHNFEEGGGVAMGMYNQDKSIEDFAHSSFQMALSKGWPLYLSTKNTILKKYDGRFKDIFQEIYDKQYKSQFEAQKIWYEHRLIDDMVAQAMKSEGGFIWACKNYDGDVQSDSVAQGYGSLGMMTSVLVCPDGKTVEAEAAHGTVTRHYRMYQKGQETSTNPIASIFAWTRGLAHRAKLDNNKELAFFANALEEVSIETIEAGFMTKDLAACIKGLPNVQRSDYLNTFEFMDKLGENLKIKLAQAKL
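IDH1-R132H (0.5 ug/mL dispensed) in pH 7.5 Tris buffer was preincubated 30 min with compound, then given a substrate mix of 0.016 mM NADPH and 2 mM alpha-KG for 80 min at room temperature; remaining NADPH was read by diaphorase/resazurin fluorescence.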
RGS4 inh: inhibitors of human regulator of G protein signaling 4 | P49798 | Transcreener GDP fluorescence polarization, RGS4-accelerated GTP hydrolysis | Potency, µM (top dose mostly 114 µM), without a hit: at the highest dose activity change, negative = inhibition, usual class: inhibitors | hit rate 0.039% among 390,000; note: % is set by controls: 0 for no effect and ±100 for the full control effect; nearly all actives have a fitted effect of over 75% in size; some results filed as inactive show a strong effect at the top dose
Target sequence (P49798 whole entry, looked up): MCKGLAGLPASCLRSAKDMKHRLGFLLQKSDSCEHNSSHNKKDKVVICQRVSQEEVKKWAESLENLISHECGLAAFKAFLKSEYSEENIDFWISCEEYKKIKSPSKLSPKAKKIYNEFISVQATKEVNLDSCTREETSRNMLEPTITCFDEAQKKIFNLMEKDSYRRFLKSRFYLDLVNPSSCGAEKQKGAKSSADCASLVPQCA
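MLSMR compounds (23 nl, pin-transferred) preincubated 10 min at room temperature with a 500nM (2x) first reagent, then RGS4 at 900nM (2x) plus Transcreener GDP mix added; fluorescence polarization (620/688 nm) read before and after 90 min at 30 °C.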
rTrxR1 inhibitor: blocks rat thioredoxin reductase 1; O89049; Potency, µM (series often up to 114 µM), inactives show at the top dose activity change, negative = inhibition, most hits filed as inhibitors; recombinant rTrxR1, NADPH fluorescence consumption, selenite substrate; hit rate 1% among 390,000; note: % is set by controls: 0 for no effect and ±100 for the full control effect; nearly all actives have a fitted effect of over 65% in size
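Rat TrxR1 (90 nM in the dispensed reagent) was pre-reduced with 400 uM NADPH for 5 min at room temperature, then incubated with compound for 15 min. After 400 uM selenite was added, NADPH fluorescence (Ex 340/Em 450 nm) was followed for 8 min.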
Vif-A3G inh: blocks the Vif interaction with human APOBEC3G | Potency, µM (top dose mostly 46.1 µM), without a hit: at the top dose activity, negative = active, usual class: inhibitors | HeLa A3G-eYFP + Vif (tagged APOBEC3G with the HIV-1 protein that degrades it), YFP fluorescence, overnight | hit rate 0.076% among 410,000 | AID 602310;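 note: % is set by controls: 0 for no effect and ±100 for the full control effect; nearly all actives have a fitted effect of over 60% in size; hits raise eYFP signal because A3G escapes Vif-driven loss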
Target sequence (Q9HC16 whole entry, looked up): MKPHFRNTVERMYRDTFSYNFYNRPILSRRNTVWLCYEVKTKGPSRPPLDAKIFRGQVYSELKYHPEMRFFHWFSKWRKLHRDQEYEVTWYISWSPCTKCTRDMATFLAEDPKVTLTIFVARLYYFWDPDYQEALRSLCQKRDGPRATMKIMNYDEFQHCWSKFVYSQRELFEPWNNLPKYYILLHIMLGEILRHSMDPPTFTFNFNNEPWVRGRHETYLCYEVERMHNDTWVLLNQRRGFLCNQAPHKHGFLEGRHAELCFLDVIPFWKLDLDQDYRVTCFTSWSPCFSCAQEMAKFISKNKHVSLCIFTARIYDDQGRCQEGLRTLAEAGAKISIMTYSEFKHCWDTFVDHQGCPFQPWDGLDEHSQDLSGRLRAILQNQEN
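Read-out is eYFP fluorescence (Ex 488/Em 500-530) from Vif-expressing HeLa A3G-eYFP cells; more signal means A3G escaped Vif-mediated degradation. Cells plated overnight, compound pinned in, incubated overnight at 37 deg C.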
ALOX12 inh: ALOX12 (human) lipoxygenase inhibition | P18054 | purified 12hLO, xylenol orange hydroperoxide absorbance | Potency, µM (titrated, usually from 108 µM), for the others: top-dose activity change, negative = inhibition, hits mostly inhibitors | hit rate 1.1% among 580,000; note: % is set by controls: 0 for no effect and ±100 for the full control effect
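Purified human 12hLO (150 nM final) in 25 mM Hepes, 0.01% Triton X-100, pH 7.0 was preincubated 15 min at room temperature with compound. Then 40 uM arachidonic acid was added, 30 min. Hydroperoxide was read by Fe-XO absorbance ratio 573/405 nm.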
TrxR1 substrate: substrates of rat thioredoxin reductase 1; AID 588456; Potency, µM (highest dose often 114 µM), for the others: at the top dose activity change, negative = substrate turnover; O89049; hit rate 0.01% among 390,000; purified TrxR1 substrate turnover, NADPH consumption readout; note: % is set by controls: 0 for no effect and ±100 for the full control effect; nearly all actives have a fitted effect of over 50% in size
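Rat TrxR1, dispensed at 90 nM, was prereduced with 400 uM NADPH (final) for 5 min at ~22 deg C, then incubated with compound 15 min before 400 uM selenite. A first-read NADPH fluorescence drop versus no-compound background flagged substrates.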
Vif-APOBEC3F blk: inhibitors of Vif-A3F interaction | Potency, µM (titrated, usually from 46.1 µM), for inactives: at the top dose activity, negative = active | HeLa A3F-eYFP + Vif (tagged APOBEC3F with the HIV-1 protein that degrades it), YFP fluorescence increase | hit rate 0.2% among 390,000 | AID 602313; note: % of control where 0% means no effect; nearly all actives have a fitted effect of over 65% in size
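Fluorescence increase (Ex 488/Em 500-530) after overnight compound treatment at 37 deg C flags inhibition of Vif-driven A3F-eYFP loss in stable HeLa A3F-eYFP/Vif cells seeded overnight beforehand.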
RXFP1 ag: agonists of human relaxin receptor RXFP1. hit rate 0.3% among 370,000. AID 2676. Potency, µM (highest dose often 57.5 µM), without a hit: at the top dose activation, most hits filed as activators. HEK293T-RXFP1 cAMP TR-FRET, 30 min; response scale: percent of porcine relaxin response, buffer zero; note: % is set by controls: 0 for no effect and ±100 for the full control effect; nearly all actives have a fitted effect of over 60% in size; many of its hits are not listed in these tables
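cAMP rise read by TR-FRET after 30 min, 37C compound exposure (up to 58 uM) in RXFP1-transfected HEK293 cells with Ro 20174 present. EC50 from Hill-equation fits, with 29 nM porcine relaxin as 100% and buffer as basal.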
USP1 inh: blocks the human USP1/UAF1 deubiquitinase complex; recombinant USP1/UAF1, Ub-Rhodamine cleavage fluorescence; Potency, µM (doses to about 57.1 µM), for inactives: at the top dose activity change, negative = inhibition, most hits filed as inhibitors; hit rate 0.23% among 390,000; O94782; note: % is set by controls: 0 for no effect and ±100 for the full control effect; nearly all actives have a fitted effect of over 60% in size; inactives centre near -12
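USP1/UAF1 complex (1 nM) preincubated 15 min at room temperature with compound, then Ub-Rho substrate (150 nM final) added. Kinetic fluorescence at 480/540 nm over 6 reads at 60 s intervals; 50 mM HEPES pH 7.8, 0.5 mM EDTA, 0.1 mg/ml BSA, 1 mM TCEP, 0.01% Tween-20.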
The depositor's hits bear a star; ? = inconclusive; . = not tested or not shown; [ ] = another dose, or the depositor's remark. Calls come from the whole dose curve; as a rule, active = well fitted curve in the direction sought with a large enough effect; inconclusive = small, poorly fitted or top-dose-only effect, or another doubt; inactive = no such curve, though single readings can be large; an effect the other way counts as inactive or inconclusive. Potency is the fitted concentration of half-maximal effect. Not all compounds are listed; rates above refer to the full screens.

SMILES	mIDH1 inhibitor	RGS4 inh	rTrxR1 inhibitor	Vif-A3G inh	ALOX12 inh	TrxR1 substrate	Vif-APOBEC3F blk	RXFP1 ag	USP1 inh
CC(C)[C@H](NC(=O)Nc1ccccc1F)C(=O)O	-1.7%	1.9%	-2.9%	0.3%	418.0%[activator]	-4.8%	-1.2%	-0.8%	-4.8%
CCOc1ccc(NC(=O)CN2CC(c3ccccc3)CC2=O)cc1 (stereo not given)	-16.1%	1.5%	10.1%	-0.1%	18.6%[57.4 µM]	-1.8%	1.6%	1.1%	-14.2%
CSc1ccc(C2c3c(-c4ccccc4O)n[nH]c3C(=O)N2Cc2ccncc2)cc1 (stereo not given)	39.8µM*	6.1%	22.3%	-17.9%	-23.3%	-3.9%	-4.4%	-2.9%	?
COc1ccccc1NC(=O)c1sc(Cl)nc1C	-3.2%	3.6%	9.8%	-2.1%	?	2.0%	-27.8%	-1.1%	-15.5%
O=C(NC1CCCCC1)N(CCO)Cc1cc2cc3c(cc2[nH]c1=O)OCCO3	-1.3%	-0.1%	-2.4%	0.8%	0.0%	72.5%[activator]	-4.8%	-0.5%	-15.9%
Cc1ccccc1OCc1nc(-c2ccc(NC(=O)c3cccs3)cc2)no1	-1.1%	11.5%	20.9%[11.4 µM]	-0.1%	-5.2%	17.6%	1.6%	4.1%	-9.9%
CC(=O)Nc1ccc(/C(C)=N/NC(=O)C2CC2c2ccccc2)cc1 (stereo not given)	-0.1%	-15.3%	-1.1%	0.6%	3.7%	-9.7%	-1.6%	-0.4%	-4.6%
CC1(c2ccccc2)NC(=O)N(CC(=O)N(c2ccccc2)C2CCS(=O)(=O)C2)C1=O (stereo not given)	2.2%	-26.0%	8.6%	0.0%	?	2.2%	8.6%	.	-10.7%
COCCC1CCCCN1C(=O)c1cc(COc2ccc(C)nc2)on1 (stereo not given)	9.3%	-32.6%	-6.4%	-2.4%	0.0%	-5.6%	2.7%	2.3%	-14.4%
CSc1cccc(NC(=O)COC(=O)C2(c3ccccc3)CC2)c1	10.1%	26.5%	18.4%[11.4 µM]	-11.8%	-10.3%	11.1%[11.4 µM]	-38.5%	.	-23.5%
CCCSc1nc2cc(S(=O)(=O)N3CCOCC3)ccc2n1CC	3.5%	-2.6%	2.9%	-0.1%	320.1%[activator]	-3.9%	-4.2%	0.3%	-21.1%
Cc1nc2c(-c3ccccc3)c(C)nn2c(C)c1CCC(=O)NCc1ccccc1	-7.2%	-9.5%	20.5%	-0.9%	0.0%	10.6%	0.0%	0.3%	?
CCN1C[C@@H]2[C@@H]3C(=O)N(C)C(=O)[C@@H]3[C@](Cc3ccccc3)(C1=O)N2C(=O)c1ccc(Cl)c(Cl)c1	-6.3%	-1.0%	-4.5%[57.1 µM]	-4.2%	-6.9%	4.9%[57.1 µM]	5.9%	.	-22.3%
Cc1cc(C(=O)N2CCN(c3ccc([N+](=O)[O-])cc3)CC2)no1	4.0%	-25.2%	-5.1%	2.5%	-25.8%	-13.9%	-22.6%	0.0%	5.0%
O=C(CNC(=O)c1ccc(Br)o1)Nc1ncccc1O	5.6%	2.3%	-14.8%	-0.6%	3.4%	-0.6%	4.4%	-1.0%	-6.4%
COc1nc(N2CCCCCC2)nc(N2CCCCCC2)n1	0.5%	26.3%	1.6%[57.1 µM]	-1.7%	0.0%	0.1%[57.1 µM]	-7.2%	-1.8%	-13.7%
CCOc1ccc(-c2nonc2NC(=O)c2oc3ccc(CC)cc3c2C)cc1	8.4%	-3.9%	28.6%	3.3%	-1.0%	7.2%	0.4%	0.4%	-9.0%
O=C1NC(=O)/C(=C\c2ccc(Br)o2)S1	6.5%	-11.1%	?	3.4%	?	-1.8%[57.1 µM]	2.3%	1.0%	-1.3%
COc1ccc(CNC(=O)c2ccc(C)cc2)cc1	.	-7.4%	8.8%	-3.7%	-13.1%	4.4%	.	.	.
O=C1CNC(=S)N1CCCc1ccccc1	-2.6%	-10.6%	4.8%	-0.8%	.	-0.6%	4.9%	-1.2%	-25.4%

Looked up by structure from above, 2 records:
SMILES	mIDH1 inhibitor	RGS4 inh	rTrxR1 inhibitor	Vif-A3G inh	ALOX12 inh	TrxR1 substrate	Vif-APOBEC3F blk	RXFP1 ag	USP1 inh
COc1ccccc1NC(=O)c1sc(Cl)nc1C	-3.2%	3.6%	9.8%	-2.1%	?	2.0%	-27.8%	-1.1%	-15.5%
O=C1NC(=O)/C(=C\c2ccc(Br)o2)S1	6.5%	-11.1%	?	3.4%	?	-1.8%[57.1 µM]	2.3%	1.0%	-1.3%

(continued)
SMILES	mIDH1 inhibitor	RGS4 inh	rTrxR1 inhibitor	Vif-A3G inh	ALOX12 inh	TrxR1 substrate	Vif-APOBEC3F blk	RXFP1 ag	USP1 inh
Cc1ccc(C(=O)NNC(=O)CSc2nnc3c(n2)[nH]c2ccc(F)cc23)cc1	7.5%	35.1%	21.6%	1.0%	?	9.2%	-3.3%	14.5%	24.7%
Cc1ccc(Cn2c(-n3nc(C)cc3C)nc3c2c(=O)[nH]c(=O)n3C)cc1	6.9%	6.8%	18.2%	-4.0%	-8.4%	3.9%	-9.1%	2.6%	-12.2%
CC(=O)N(/N=C/c1cccc(C)c1)c1nc(-c2ccc(Br)cc2)cs1	-3.9%	28.7%	9.6%[57.1 µM]	0.9%	-4.5%	10.0%[57.1 µM]	6.7%	-0.3%	-3.4%
O=C(N/N=C/c1c(Cl)cccc1Cl)c1cccc(F)c1	0.9%	22.2%	-1.2%	-0.8%	-0.1%	-1.9%	-7.2%	0.2%	6.1%
COC(=O)c1cc(S(=O)(=O)NCC(C)c2ccccc2)c[nH]1 (stereo not given)	9.3%	.	.	1.1%	1.6%	.	-3.2%	.	-11.1%
Cc1ccccc1C1=N/C(=C/c2cccnc2)C(=O)O1	-0.9%	-6.5%	-3.0%[57.1 µM]	-4.4%	-8.5%	3.2%[57.1 µM]	-10.8%	0.3%	1.0%
O=c1[nH]nc(Cc2ccc(-c3cccc(Cl)c3)o2)c2ccccc12	6.0%	-17.3%	-0.9%[57.1 µM]	1.0%	2.2%	1.3%[57.1 µM]	-0.2%	3.8%	-9.0%
CN(C(=O)c1cccc(Cl)c1)C1CCCN(Cc2ccccc2F)C1 (stereo not given)	8.6%	-23.1%	21.1%	0.1%	-14.1%	9.3%	1.7%	0.0%	-17.6%
Cc1cc(C)nc(SCC(=O)NNC(=O)c2ccccc2C)n1	-4.3%	23.9%	6.4%	-3.4%	0.0%	-2.7%	3.1%	0.8%	-5.4%
Cc1nc2ccc(S(=O)(=O)NC(CC(C)C)C(=O)O)cc2s1 (stereo not given)	0.1%	26.8%	-5.4%[57.1 µM]	0.4%	?	-5.4%	-5.7%	-0.5%	-11.1%
CCc1ccccc1NC(=O)CN(Cc1ccccc1)S(=O)(=O)c1ccc2nc(C)sc2c1	-12.7%	-0.4%	1.6%[57.1 µM]	-2.3%	8.1%	2.7%[57.1 µM]	0.1%	2.4%	-2.9%
CCOc1ccc(NC(=O)CSCc2cnn(-c3ccccc3)c2-n2cccc2)cc1	9.4%	-0.2%	-5.8%	2.3%	-43.3%	6.5%[57.1 µM]	4.7%	-1.8%	-12.2%
O=c1c2ccccc2cnn1Cc1nnc(-c2cccs2)o1	3.7%	2.8%	9.5%	2.7%	-21.8%	5.6%	-5.0%	13.6%	-16.6%
CSCCC(NS(=O)(=O)c1cccc(C(F)(F)F)c1)C(=O)N(C)CCOc1ccc(Cl)cc1 (stereo not given)	3.4%	-0.4%	6.0%	-7.0%	?	-1.6%	-1.4%	-0.1%	-17.1%
C/C(=N/NC(=O)c1cc(-c2ccc(Br)s2)[nH]n1)c1ccco1	0.8%	-9.9%	15.1%	-11.7%	?	3.0%[57.1 µM]	0.3%	-0.9%	?
Cc1ccc(NC(=O)CC(c2ccc(F)cc2)N2Cc3ccccc3C2=O)cc1C (stereo not given)	38.5%[activator]	20.8%	19.0%	6.4%	-18.6%	2.2%	3.3%	-1.3%	3.6%
O=C(O)CCC1=C2c3ccccc3CCN2C(=O)CC1	1.6%	-12.8%	-11.9%	-0.8%	-13.1%	4.9%	-17.3%	-0.2%	-7.1%
Cn1ncc(Cl)c1C(=O)N1CCN(C(=O)c2ccco2)CC1	0.0%	-6.2%[11.4 µM]	16.7%	1.1%	-8.5%	-0.7%	3.1%	0.1%	-7.0%

Structures shown so far that have a COOH group:
SMILES	mIDH1 inhibitor	RGS4 inh	rTrxR1 inhibitor	Vif-A3G inh	ALOX12 inh	TrxR1 substrate	Vif-APOBEC3F blk	RXFP1 ag	USP1 inh
CC(C)[C@H](NC(=O)Nc1ccccc1F)C(=O)O	-1.7%	1.9%	-2.9%	0.3%	418.0%[activator]	-4.8%	-1.2%	-0.8%	-4.8%
Cc1nc2ccc(S(=O)(=O)NC(CC(C)C)C(=O)O)cc2s1 (stereo not given)	0.1%	26.8%	-5.4%[57.1 µM]	0.4%	?	-5.4%	-5.7%	-0.5%	-11.1%
O=C(O)CCC1=C2c3ccccc3CCN2C(=O)CC1	1.6%	-12.8%	-11.9%	-0.8%	-13.1%	4.9%	-17.3%	-0.2%	-7.1%
